Assay outcomes from PubChem.
TLR9-MyD88 block: blocks human TLR9 binding to MyD88; Q9NR96+Q99836; actives 0.21% (n = 340,000); AID 504734; inhibition, % at 4.98 µM; CHO BLA complementation TLR9-MyD88, CCF4 FRET ratio;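 active means inhibition above the mean over all tested compounds plus 3 SD, cut at about 21% in these data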;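 further: 0% = DMSO only wells and 100% = clavulanate BLA inhibitor control wells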
N-glyco inh: N-linked glycosylation inhibition. AID 588692. reporter increase, % at 12.5 µM. actives 0.23% (n = 360,000). D54 ERlucT glycosylation luciferase reporter, 24 h; percent of 100 nM tunicamycin response;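 active means mean luciferase reporter signal, scaled so untreated is 0 and the glycosylation-blocking control 100, at or above a set limit in every replicate; inconclusive means mean reaches the limit but not every replicate does; inactive means mean below the limit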;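 further: luciferase carries N-glycosylation sites so blocking glycosylation raises the light; 0% = median of neutral control wells and 100% = median of 100 nM tunicamycin wells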
aDG glyco up: alpha-DG glycosylation activation | Pro5-aDG cells, alpha-DG glycosylation AlphaScreen (IIH6); 0% Pro5, 100% B10-LARGE cell signal | actives 0.22% (n = 360,000) | activation, % at 10 µM | AID 624168;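 active means activation of at least 8% versus controls, or a plate z-score of at least 8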;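 further: Pro5 are CHO cells carrying HIG-tagged alpha-DG that lacks glycosylation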
MC4R antag cAMP: blocks human MC4R cAMP signaling; P32245; MC4R-expressing cells, MTII-stimulated cAMP, LANCE TR-FRET; inhibition, % at 6.5 µM; actives 0.48% (n = 360,000); AID 540295;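 active means inhibition above its plate's cutoff, the mean of tested wells on that plate plus 3 SD, cut at about 29% in these data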;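 further: 0% = Melanotan II alone and 100% = Melanotan II plus saturating MCL0020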
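Material – human MC4R-expressing U2OS cells · Repeats – no replicates · Detection – TR-FRET with Eu-cAMP and labeled anti-cAMP, 671 nm · Times – compound 30 min, challenge 1 h, detection 1 h · Compound – single nominal compound dose of 6.5 µM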
Vif imaging: inhibitors of HIV Vif. HEK293T cells, Vif self-association by quenched fluorescence, imaging, 24 h. inhibition, % at 7.49 µM. actives 0.35% (n = 340,000). AID 602346; in the data active means inhibition above about 50%, passing the limit was not always enough; inconclusive means no clear call, values can overlap the other calls; inactive means below about 31%; further: some results filed as inactive read as strong as hits
ABHD5-PLIN5 inh: inhibitors of human ABHD5-perilipin-5 interaction | inhibition, % at 4 µM | actives 0.78% (n = 360,000) | AID 602281 | Split G. princeps luciferase complementation, luminescence, 4 h;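 active means inhibition above the mean inhibition across every tested compound plus 3 SD, cut at about 22% in these data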;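 further: 0% = DMSO only wells and the 100% control is not disclosed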
MC4R ag barr: human MC4R agonism via beta-arrestin | AID 540308 | actives 0.98% (n = 360,000) | U2OS MC4R beta-arrestin complementation, luminescence; percent of melanotan II response, DMSO zero | activation, % at 8.9 µM;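 active means activation above a per-plate cutoff, the mean activation of sample wells on that plate plus 3 SD, cut at about 8% in these data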
NOD2 RIPK2 PPI: blocks binding of human NOD2 to RIPK2 | O43353 | CHO BLA complementation NOD2-RIPK2, CCF4 ratio | inhibition, % at 4.98 µM | actives 0.38% (n = 360,000) | AID 624267; in the data active means inhibition above about 21%;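 further: 0% = vehicle only and 100% = reference blocker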
ABCB6 inh 2: inhibitors of human ABC transporter ABCB6; K562-ABCB6 porphyrin accumulation, flow cytometry, 1 h; active compounds read low; actives 0.19% (n = 360,000); fluorescence ratio to DMSO, % at 10 µM; Q9NP58;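 active means fluorescence ratio to DMSO below 75%, the collection mean minus 3 SD; inconclusive means too few cells collected in the well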;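 further: signal is porphyrin accumulated inside mitochondria; 100% equals median channel fluorescence of DMSO control wells; lower ratio means ABCB6 inhibition with less porphyrin fluorescence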
Target sequence (Q9NP58 whole entry, looked up): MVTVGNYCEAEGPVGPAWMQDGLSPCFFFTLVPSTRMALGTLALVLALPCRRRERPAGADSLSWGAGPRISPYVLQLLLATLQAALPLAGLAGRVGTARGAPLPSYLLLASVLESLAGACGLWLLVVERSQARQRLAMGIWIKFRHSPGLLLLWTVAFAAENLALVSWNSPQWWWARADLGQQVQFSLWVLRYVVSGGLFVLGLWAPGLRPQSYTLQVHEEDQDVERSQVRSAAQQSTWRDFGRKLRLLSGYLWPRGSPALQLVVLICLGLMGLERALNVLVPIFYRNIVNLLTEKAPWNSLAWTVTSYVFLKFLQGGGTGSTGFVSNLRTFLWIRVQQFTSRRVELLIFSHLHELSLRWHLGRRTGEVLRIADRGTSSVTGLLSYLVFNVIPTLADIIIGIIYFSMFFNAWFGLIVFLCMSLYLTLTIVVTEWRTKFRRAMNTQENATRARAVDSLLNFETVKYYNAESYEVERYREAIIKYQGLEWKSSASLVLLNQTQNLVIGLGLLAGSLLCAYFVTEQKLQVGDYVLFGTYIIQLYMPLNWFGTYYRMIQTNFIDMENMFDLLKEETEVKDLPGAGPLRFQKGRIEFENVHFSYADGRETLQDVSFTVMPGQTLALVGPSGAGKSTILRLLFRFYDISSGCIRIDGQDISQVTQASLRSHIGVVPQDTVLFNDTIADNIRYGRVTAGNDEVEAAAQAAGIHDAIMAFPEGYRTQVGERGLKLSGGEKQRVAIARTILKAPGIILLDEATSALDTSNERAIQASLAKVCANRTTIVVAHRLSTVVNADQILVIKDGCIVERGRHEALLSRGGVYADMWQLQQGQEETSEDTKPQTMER
Exocytosis inh: lytic granule exocytosis inhibition; TALL-104 LAMP-1 surface exposure, flow cytometry; cells stimulated with thapsigargin and PMA; inhibition, % at 10 µM; actives 0.66% (n = 360,000); AID 651702;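 active means inhibition above about 55%, limit read from the data; inconclusive means no clear call, values can overlap the other calls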
The depositor's hits bear a star; ? = inconclusive; . = no result given; & = joins results of further samples.

SMILES | TLR9-MyD88 block | N-glyco inh | aDG glyco up | MC4R antag cAMP | Vif imaging | ABHD5-PLIN5 inh | MC4R ag barr | NOD2 RIPK2 PPI | ABCB6 inh 2 | Exocytosis inh
O=C(NC1CCCCCCC1)c1cc(COc2ccc3ncccc3c2)on1 | 2 | -6 | 1.8 | 15 | -25 | -3 | 0.0 | -2 | 91 | -2
Cc1cccc2sc(NC(=O)CN(C)S(=O)(=O)c3cccs3)nc12 | -4 | -5 | 0.9 | -2 | 3 | -2 | -0.4 | -6 | 94 | -3
CC(C)OC(=O)C(C#N)c1nc2ccccc2nc1N1CCN(Cc2ccccc2)CC1 (stereo not given) | 8 | 2 | -0.5 | 14 | -6 | 5 | 0.2 | 1 | 134 | -12
O=C(NCCCN1CCCCCC1)C1CCCN(S(=O)(=O)c2cccc3nsnc23)C1 (stereo not given) | -6 | -2 | -0.2 | 8 | 13 | 5 | 0.0 | -5 | 94 | -1
COCC1CCN(C(=O)CCc2nnc(C3(c4ccc(Cl)cc4)CCC3)o2)C1 (stereo not given) | -11 | 0 | 0.1 | 5 | -5 | -1 | -1.9 | -1 | 99 | -2
C=C(C)CSc1nc2nc(C)c(Br)cc2[nH]1 | -10 | 3 | -0.2 | 8 | -5 | -3 | 1.4 | -4 | 98 | -1
O=C(CCc1ccccc1)N=C1SC2CS(=O)(=O)CC2N1Cc1ccc(F)cc1 (stereo not given) | -4 | -3 | 0.3 | 11 | 3 | 2 | -0.1 | -4 | 96 | -2
CCCCCCCCCCCCS(=O)(=O)CCC(=O)O | 0 | 1 | 0.1 | 0 | -2 | -4 | -1.1 | 1 | 97 | 0
CCOC(=O)CSc1nc(=O)n2cc(C)ccc2n1 | -8 | -1 | -0.3 | 5 | 7 | 0 | -2.7 | -5 | 105 | -1
O=C(NCc1ccco1)Nc1ccc(OC(F)(F)F)cc1 | -16 | -2 | 0.1 | 3 | 6 | 0 | -0.1 | -1 | 106 | -5
COc1ccc(S(=O)(=O)NCC(=O)NCCc2ccc(OC)c(OC)c2)cc1 | . | 1 | 0.1 | 0 | 0 | 2 | -1.8 | -7 | 94 | -10
Cc1cccc(CSc2ncc(CO)n2C)c1 | -11 | -2 | -0.8 | 0 | 1 | -3 | -1.0 | -2 | 101 | 3
C/C(=C\C(=O)c1c(O)cc(C)oc1=O)N(C)C | . | 0 | 0.0 | -1 | 2 | -1 | 0.3 | -12 | 104 | 12
Cn1cc(/C=N/n2cnc3scc(-c4ccccc4)c3c2=O)c2ccccc21 | 12 | 12 | -0.1 | -20 | ? | 2 | -2.6 | -7 | 94 | 1
COc1cc(NC(=O)c2ccc(C)cc2)c(OC)cc1NC(=O)CN1CCOCC1 | -1 | -4 | -0.2 | 9 | -10 | 4 | -0.6 | 0 | 96 | -1
CN(C(=O)CSc1cn(CC(=O)N2CCOCC2)c2ccccc12)c1ccccc1 | 8 | 1 | 0.3 | 0 | 3 | -6 | -1.8 | -2 | 105 | -2
O=C(CN(c1ccc(F)cc1)S(=O)(=O)c1ccc2c(c1)OCCO2)Nc1ccccc1 | 0 | -1 | 0.2 | 3 | -12 | -1 | -1.1 | -3 | 95 | 55
Cc1cc(=O)oc2cc(OCC3CC(c4ccc(N(C)C)cc4)=NO3)ccc12 (stereo not given) | -1 | . | 0.2 | -4 | . | 9 | -0.2 | -14 | 87 | -1
C/C(CC(=O)Nc1ccc2c(c1)OCCO2)=N\NC(=O)C(=O)Nc1ccccc1C | 7 | -2 | -0.1 | 4 | 8 | 8 | -0.3 | -9 | 91 | 0
CC1(C)CC(Cc2cccc(C(F)(F)F)c2)N(C(=O)OC(C)(C)C)C1 (stereo not given) | -9 | -1 | 0.0 | 4 | -3 | 0 | -1.8 | -4 | 87 | 3
CCc1ccc(NC(=O)CN(c2ccc(OC)cc2)S(=O)(=O)c2c(C)nn(C)c2C)cc1 | 5 | 0 | 0.3 | 3 | -4 | 3 | 0.1 | -9 | 96 | 6
C=CCn1c(SCc2nc3ccccc3[nH]2)nnc1-c1ccncc1 | 6 | 0 | -0.2 | 0 | -9 | 4 | 0.3 | -7 | 96 | 0
O=C(O)C(=Cc1ccccc1[N+](=O)[O-])c1ccc2c(c1)OCO2 | -6 | 5 | 0.0 | 0 | -2 | -5 | 0.2 | 9 | 106 | -2
CCC1Nc2ncnc(N3CCCCC3)c2N(Cc2ccc(Cl)cc2)C1=O (stereo not given) | -2 | 1&1 | 0.5&0.9 | 9 | -4 | -7&-1 | -2.3 | 0&0 | 101&96 | -5&-1
COc1ccc(-c2csc(N3CCC(c4ccccc4)CC3)n2)cc1 | 2 | 3 | -0.1 | -6 | -2 | 6 | 1.8 | -10 | 97 | 0
CN(C)C(=O)CCc1ccc2c3c([nH]c2c1)[C@]1(C)[C@@H](C(=O)N2CCOCC2)C[C@H](CC(=O)NCC24CC5CC(CC(C5)C2)C4)C(=O)N1CC3 | -1 | -2 | 0.1 | 2 | . | 7 | -0.8 | -2 | 98 | -3
O=C(COc1ccc(Br)cc1)N/N=C1\SCC(=O)N1c1ccc(F)cc1 | -8 | 1 | 2.3 | -3 | 1 | 6 | 3.4 | 0 | 102 | -2
Nc1nnc(-c2cccnc2)s1 | -1 | 4 | 0.2 | 6 | ? | -5 | -1.2 | -4 | 101 | -5
CCCCOP(=O)(OCCCC)C(Nc1ccc(C(=O)OCC)cc1)c1ccncc1 (stereo not given) | -8 | 0 | 0.4 | 6 | -2 | 5 | -0.1 | 0 | 94 | -23
Cc1cccc(N2CCN(C(=O)C(C)C)CC2)c1C | 0 | 1 | 0.1 | 5 | -3 | -1 | -1.3 | 1 | 104 | 1

Of the compounds above, these contain a CF3 group.
SMILES | TLR9-MyD88 block | N-glyco inh | aDG glyco up | MC4R antag cAMP | Vif imaging | ABHD5-PLIN5 inh | MC4R ag barr | NOD2 RIPK2 PPI | ABCB6 inh 2 | Exocytosis inh
O=C(NCc1ccco1)Nc1ccc(OC(F)(F)F)cc1 | -16 | -2 | 0.1 | 3 | 6 | 0 | -0.1 | -1 | 106 | -5
CC1(C)CC(Cc2cccc(C(F)(F)F)c2)N(C(=O)OC(C)(C)C)C1 (stereo not given) | -9 | -1 | 0.0 | 4 | -3 | 0 | -1.8 | -4 | 87 | 3

(cont.)
SMILES | TLR9-MyD88 block | N-glyco inh | aDG glyco up | MC4R antag cAMP | Vif imaging | ABHD5-PLIN5 inh | MC4R ag barr | NOD2 RIPK2 PPI | ABCB6 inh 2 | Exocytosis inh
Cc1ccc(N2CCN(S(=O)(=O)c3ccc4c(c3)oc(=O)n4C)CC2C)cc1 (stereo not given) | -7 | 1 | -0.3 | 13 | 2 | -8 | 2.1 | -5 | 102 | 7
O=C(NCc1ccc2c(c1)OCO2)C1CCCN(S(=O)(=O)c2cccnc2)C1 (stereo not given) | 9 | -2 | -0.1 | -2 | 8 | -3 | 1.1 | -3 | 94 | 0
COCCOC(=O)N1CCCCC1c1cc(C(=O)Nc2cccc3c2CCCC3)no1 (stereo not given) | . | -2 | -0.1 | 2 | -32 | 0 | -1.6 | -3 | 99 | 11
NC(N)=N/N=C/c1ccc(Cl)c(Cl)c1 | . | -4 | 0.2 | -1 | 3 | 6 | 0.7 | -4 | 97 | 1
CC(C)CCOc1ccc(C(=O)NN2C(=O)NC3(CCCCC3)C2=O)cc1 | -7 | 2 | 0.1 | 0 | -3 | 1 | -2.8 | -4 | 104 | 4
O=C(Nc1ncccc1O)c1cc2ccccc2o1 | 7 | -14 | -0.4 | -1 | 17 | 8 | -3.1 | 6 | 102 | -3
CCOC(=O)Cn1cc(/C=N/NC(=O)CC#N)c2ccccc21 | 7 | -1 | 0.0 | 10 | 2 | 12 | -0.2 | -8 | 105 | -14
CCOc1ccc(NC(=S)Nc2ccc3nsnc3c2)cc1 | -4 | 4 | 7.8* | -14 | 3 | -29 | 5.1 | 3 | 125 | 37
Cc1nc(NC(=O)COC(=O)c2cccs2)c(Cl)cc1Cl | -2 | -1 | 0.0 | -5 | 10 | 0 | -2.3 | -4 | 98 | 8
COc1ccc(C)cc1-n1nnnc1SCC(=O)NNC(=O)c1ccc([N+](=O)[O-])cc1 | 0 | 2 | -0.1 | 2 | 25 | -1 | -4.1 | -9 | 100 | -2
Cc1ccc(S(=O)(=O)N2CCN(CC(=O)Nc3ccccc3Cl)CC2)cc1 | -7 | -1 | 0.1 | -1 | -3 | -9 | -2.9 | -13 | 102 | 7
O=C(CCNS(=O)(=O)c1cccc2nsnc12)N1CCN(c2ccccn2)CC1 | -1 | 1 | 0.5 | -1 | -3 | -3 | -1.7 | 3 | 103 | -1
CC1CCCCN1S(=O)(=O)c1csc(C(N)=O)c1 (stereo not given) | 1 | 2 | -0.2 | 1 | 7 | 1 | 1.5 | -10 | 102 | 1
CCCCNC(=O)C[C@@H]1C[C@@]2(C(=O)OCC)CCC=C2N(Cc2ccccc2)C1=O | . | . | 0.1 | . | . | 2 | . | -8 | 97 | -6
COc1cc2[nH]c3c(c2cc1OC)CCN1CCCC[C@@H]31 | 4 | -7 | 0.7 | 4 | 18 | -2 | 0.3 | -14 | 104 | -3
CC(NC(=O)C(NS(=O)(=O)c1cccc2nsnc12)C(C)C)c1ccccc1 (stereo not given) | -5 | 0 | 0.3 | 5 | . | -6 | 0.1 | 0 | 102 | -1
COc1cc2c(C(=O)NCc3ccc(C)o3)cn(CC(C)C)c(=O)c2cc1OC | -5 | 1 | 0.1 | 15 | 6 | 9 | 1.1 | 0 | 98 | -3

Profiles as entered above. Values in the order: TLR9-MyD88 block | N-glyco inh | aDG glyco up | MC4R antag cAMP | Vif imaging | ABHD5-PLIN5 inh | MC4R ag barr | NOD2 RIPK2 PPI | ABCB6 inh 2 | Exocytosis inh
O=C(NCc1ccc2c(c1)OCO2)C1CCCN(S(=O)(=O)c2cccnc2)C1 (stereo not given) as listed: 9 | -2 | -0.1 | -2 | 8 | -3 | 1.1 | -3 | 94 | 0
CCOc1ccc(NC(=S)Nc2ccc3nsnc3c2)cc1 as listed: -4 | 4 | 7.8* | -14 | 3 | -29 | 5.1 | 3 | 125 | 37
CCCCNC(=O)C[C@@H]1C[C@@]2(C(=O)OCC)CCC=C2N(Cc2ccccc2)C1=O as listed: . | . | 0.1 | . | . | 2 | . | -8 | 97 | -6
O=C(Nc1ncccc1O)c1cc2ccccc2o1 as listed: 7 | -14 | -0.4 | -1 | 17 | 8 | -3.1 | 6 | 102 | -3
Cc1ccc(N2CCN(S(=O)(=O)c3ccc4c(c3)oc(=O)n4C)CC2C)cc1 (stereo not given) as listed: -7 | 1 | -0.3 | 13 | 2 | -8 | 2.1 | -5 | 102 | 7

This is a subset; the hit share may differ from the screen's.
